Bioassay records: PubChem BioAssay, Broad Institute
Mtb BioA inh: M. tuberculosis BioA enzyme inhibitors, primary screen, biochemical, plate reader, single point, HTS; purified M. tuberculosis BioA enzyme; inhibition, % at 9.99 µM; 360,000 tested, 0.096% active; AID 602481, 2012; in the data active = inhibition above about 40%
The depositor's hits bear a star. A portion of the library; the hit share may differ from the screen's.

SMILES | Mtb BioA inh
CCCNC(=O)C[C@H]1CC[C@@H]2[C@H](COC[C@@H](O)CN2C(=O)Nc2c(C)noc2C)O1 | -2.7
CCCC(=O)Nc1ccc2c(c1)C(=O)N(C)C[C@H](OC)[C@H](C)CN(Cc1cncnc1)[C@@H](C)CO2 | -2.2
COc1ccc(-c2cn(CC[C@H]3CC[C@@H](NC(=O)NC(C)C)[C@H](CO)O3)nn2)cc1 | -0.3
COc1ccc(-c2ccc3c(c2)O[C@H](CN(C)C)[C@H](C)CN([C@@H](C)CO)S3(=O)=O)cc1 | 2.1
CCC(=O)N(C)C[C@@H]1Oc2ncc(-c3ccc(F)cc3)cc2C(=O)N([C@H](C)CO)C[C@@H]1C | 0.1
C[C@H]1CN([C@@H](C)CO)C(=O)c2cc(NC(=O)Cn3cnnn3)ccc2O[C@@H]1CN(C)C(=O)Nc1ccc2c(c1)OCO2 | 2.2
Cc1noc(C)c1NC(=O)N(C)C[C@H]1OCCCC[C@@H](C)Oc2ccc(NC(=O)CCC(F)(F)F)cc2C(=O)N([C@@H](C)CO)C[C@@H]1C | 0.9
C[C@H]1CN([C@@H](C)CO)C(=O)c2ccccc2-c2ccccc2CO[C@@H]1CN(C)Cc1ccncc1 | -2.4
CNC[C@@H]1OCCCC[C@@H](C)Oc2ccc(NS(=O)(=O)c3cn(C)cn3)cc2C(=O)N([C@@H](C)CO)C[C@@H]1C | -1.8
C[C@H]1CN([C@@H](C)CO)C(=O)c2cccc(NC(=O)Nc3ccccc3)c2O[C@H]1CN(C)C(=O)Nc1ccc(F)cc1 | -1.6
C[C@@H]1CN([C@@H](C)CO)C(=O)c2cc(NC(=O)C3CCCCC3)ccc2O[C@@H]1CN(C)Cc1ccc(C(=O)O)cc1 | 1.5
Cc1ccc(-c2ccc([C@@H]3[C@H]4CN(C(=O)Nc5ccccc5)CCCCN4[C@H]3CO)cc2)cc1 | -0.2
COc1ccc(S(=O)(=O)N[C@@H]2C=C[C@@H](CC(=O)N3CCC(Cc4ccccc4)CC3)O[C@H]2CO)cc1 | 2.9
Cc1noc(C)c1NC(=O)Nc1ccc2c(c1)C(=O)N([C@@H](C)CO)C[C@H](C)[C@@H](CN(C)Cc1ccc3c(c1)OCO3)OCCCC[C@H](C)O2 | 2.3
C[C@@H]1CN([C@H](C)CO)C(=O)c2c(c3ccccc3n2C)-c2ccccc2CO[C@@H]1CN(C)C(=O)c1ccc(F)cc1 | 1.4
COc1ccc(NC(=O)N2C[C@@H](O)COC[C@@H]3O[C@H](CC(=O)N4CCCCC4)CC[C@H]32)cc1 | -0.7
C[C@@H]1CCCCO[C@H](CN(C)S(=O)(=O)c2ccccc2)[C@@H](C)CN([C@H](C)CO)C(=O)c2cc(NS(=O)(=O)c3ccccc3)ccc2O1 | 0.5
CC=Cc1ccc2n(c1=O)C[C@@H]1[C@@H](CO)[C@H](C(=O)NC3CCCC3)N(Cc3cccnc3)[C@H]21 (mixture of isomers) | -0.3
O=C(Cc1cccnc1)N1[C@@H](CO)[C@H](c2ccccc2)[C@@H]1CNCC1CCC1 | -1.7
CO[C@H]1CN(C)C(=O)c2ccc(NC(=O)c3cccc(Oc4ccccc4)c3)cc2OC[C@@H](C)NC[C@H]1C | 2.3
C[C@@H]1CCCCO[C@@H](CN(C)C(=O)C2CCCCC2)[C@H](C)CN([C@@H](C)CO)C(=O)c2cc(NC(=O)CCCCCC(=O)Nc3ccccc3N)ccc2O1 | -4.5
C[C@@H]1CCCCO[C@@H](CN(C)S(=O)(=O)c2cn(C)cn2)[C@H](C)CN([C@H](C)CO)C(=O)c2cc(NS(=O)(=O)c3cn(C)cn3)ccc2O1 | 3.6
C[C@@H]1CN([C@H](C)CO)C(=O)Cc2cc(NC(=O)C3CCCCC3)ccc2O[C@H]1CN(C)Cc1ccc(-c2ccccc2)cc1 | -1.6
C[C@@H]1CN([C@H](C)CO)C(=O)Cc2cc(NS(=O)(=O)c3cccs3)ccc2O[C@@H]1CN(C)Cc1ccccc1 | 3.1
CCC(=O)N[C@@H]1CC[C@@H](CC(=O)NCCN2CCCCC2)O[C@@H]1CO | -0.3
C[C@H]1CN([C@@H](C)CO)C(=O)c2cc(NC(=O)Nc3ccc(F)cc3)ccc2O[C@H]1CN(C)Cc1ccc(C(F)(F)F)cc1 | 0.7
COc1ccc(NC(=O)N(C)C[C@H]2Oc3ccc(NC(=O)NC4CCCCC4)cc3C(=O)N([C@@H](C)CO)C[C@@H]2C)cc1 | 1.2
C[C@@H]1CCCCO[C@@H](CN(C)CC2CC2)[C@@H](C)CN([C@H](C)CO)C(=O)c2cc(NS(=O)(=O)c3ccc(Cl)cc3)ccc2O1 | 0.7
COc1ccc(-c2cnc3c(c2)C(=O)N([C@@H](C)CO)C[C@@H](C)[C@H](CN(C)C)O3)cc1 | -1.7
C[C@H](CO)N1C[C@H](C)[C@H](CN(C)Cc2ccccc2)OCCCC[C@H](C)Oc2ccc(NC(=O)Nc3ccc(F)cc3)cc2C1=O | -1.7
CCCNC(=O)N1C[C@H]2[C@@H](c3ccccc31)[C@H](CO)N2C(=O)c1ccncc1 | -3.1
CO[C@@H](CN(C)S(=O)(=O)c1ccc(F)cc1)[C@@H](C)CN([C@@H](C)CO)S(=O)(=O)c1cccc(Cl)c1 | -1.0
O=C(Nc1ccccc1F)N1CCCCN2[C@H](CO)[C@@H](c3ccc(-c4cccnc4)cc3)[C@H]2C1 | 2.9
CCCN(C)C[C@H]1Oc2cc(-c3ccccc3F)ccc2S(=O)(=O)N([C@H](C)CO)C[C@H]1C | 0.4
C[C@H](CO)N1C[C@H](C)[C@@H](CN(C)C(=O)NC2CCCC2)Oc2cc(-c3cccnc3)ccc2S1(=O)=O | -0.1
C[C@@H]1CCCCO[C@H](CN(C)Cc2ccncc2)[C@H](C)CN([C@H](C)CO)C(=O)c2cc(NS(=O)(=O)c3ccc(Cl)cc3)ccc2O1 | -2.6

Part of the list above, as tab-separated lines.
Compound	Mtb BioA inh
CCC(=O)N[C@@H]1CC[C@@H](CC(=O)NCCN2CCCCC2)O[C@@H]1CO	-0.3
C[C@H]1CN([C@@H](C)CO)C(=O)c2cc(NC(=O)Nc3ccc(F)cc3)ccc2O[C@H]1CN(C)Cc1ccc(C(F)(F)F)cc1	0.7
CO[C@@H](CN(C)S(=O)(=O)c1ccc(F)cc1)[C@@H](C)CN([C@@H](C)CO)S(=O)(=O)c1cccc(Cl)c1	-1.0
COc1ccc(-c2cnc3c(c2)C(=O)N([C@@H](C)CO)C[C@@H](C)[C@H](CN(C)C)O3)cc1	-1.7
C[C@@H]1CCCCO[C@H](CN(C)Cc2ccncc2)[C@H](C)CN([C@H](C)CO)C(=O)c2cc(NS(=O)(=O)c3ccc(Cl)cc3)ccc2O1	-2.6
C[C@H](CO)N1C[C@H](C)[C@@H](CN(C)C(=O)NC2CCCC2)Oc2cc(-c3cccnc3)ccc2S1(=O)=O	-0.1

The list goes on:
SMILES | Mtb BioA inh
CC(=O)N(C)C[C@@H]1Oc2cc(-c3cccc(F)c3)ccc2S(=O)(=O)N([C@H](C)CO)C[C@@H]1C | -0.4
C[C@H]1CN([C@@H](C)CO)S(=O)(=O)c2ccc(C#CC3CCCC3)cc2O[C@H]1CN(C)C(=O)C1CC1 | -0.2
C[C@@H]1CN([C@H](C)CO)C(=O)c2cc(-c3ccc(F)cc3)cnc2O[C@@H]1CN(C)C(=O)c1ccccn1 | -0.8
C[C@H]1CN([C@@H](C)CO)C(=O)c2cccc(NS(=O)(=O)c3ccc(Cl)cc3)c2O[C@H]1CN(C)CC1CC1 | -4.0
COc1ccc(CN(C)C[C@@H]2OCCCC[C@H](C)Oc3ccc(NS(=O)(=O)c4cccs4)cc3C(=O)N([C@H](C)CO)C[C@@H]2C)cc1 | 1.0
O=C(Cc1ccccn1)NCC[C@@H]1CC[C@@H](NC(=O)Nc2ccccc2)[C@@H](CO)O1 | -1.1
C[C@@H]1CCCCO[C@@H](CN(C)Cc2ccc3c(c2)OCO3)[C@H](C)CN([C@H](C)CO)C(=O)c2cc(NC(=O)Nc3ccc4c(c3)OCO4)ccc2O1 | -1.0
C[C@H]1CN([C@@H](C)CO)C(=O)c2cccc(NC(=O)Nc3ccc4c(c3)OCO4)c2O[C@H]1CN(C)S(=O)(=O)c1ccccc1 | -0.4
O=C([C@@H]1[C@@H](CO)[C@@H]2Cn3c(cccc3=O)[C@@H]2N1CC1CCCC1)N1CCc2ccccc2C1 | -1.8
OC[C@H]1Nc2ccc(-c3cccc(F)c3)cc2[C@@H]2[C@H]1CCN2Cc1ccncc1 | 35
CCC(=O)N(C)C[C@@H]1Oc2cc(C#CC(C)(C)O)ccc2S(=O)(=O)N([C@H](C)CO)C[C@H]1C | -0.8
COc1ccc(NC(=O)Nc2ccc3c(c2)C(=O)N([C@@H](C)CO)C[C@@H](C)[C@H](CN(C)Cc2ccc(C(F)(F)F)cc2)O3)cc1 | -0.5
O=C(C[C@@H]1C=C[C@H](NC(=O)Nc2ccccc2F)[C@H](CO)O1)NCc1ccc(Cl)cc1 | 0.8
COc1ccc(S(=O)(=O)Nc2ccc3c(c2)CC(=O)N([C@@H](C)CO)C[C@H](C)[C@H](CN(C)C(=O)Nc2ccc4c(c2)OCO4)O3)cc1 | 0.7
C[C@H](CO)N1C[C@H](C)[C@@H](CN(C)C(=O)Nc2ccc3c(c2)OCO3)OCc2ccccc2-c2c(n(C)c3ccccc23)C1=O | -2.0
COc1cccc(-c2ccc3c(c2)[C@H]2[C@H](CCN2C(=O)CC2CC2)[C@H](CO)N3C)c1 | 2.6
CC(C)C[C@@H]1NC(=O)[C@@H]2C[C@H](C(=O)NCCCCCCN(C)C)[C@H](c3ccc(O)cc3)N2C1=O | 0.7
COc1ccccc1-c1cnc2c(c1)C(=O)N([C@H](C)CO)C[C@H](C)[C@H](CN(C)CC1CCOCC1)O2 | -2.3
COc1ccc(S(=O)(=O)N(C)C[C@H]2OCCCC[C@H](C)Oc3ccc(NS(=O)(=O)c4cn(C)cn4)cc3C(=O)N([C@H](C)CO)C[C@@H]2C)cc1 | 0.7
CO[C@@H]1CN(C)C(=O)c2cc(NC(=O)Cc3ccccc3)ccc2OC[C@H](C)N(C(C)=O)C[C@H]1C | -0.5
C[C@@H](NC(=O)C[C@H]1C[C@H]2c3cc(NC(=O)C4CCOCC4)ccc3O[C@H]2[C@@H](CO)O1)c1ccccc1 | -0.6
CC(C)NC(=O)Nc1ccc2c(c1)CC(=O)N([C@@H](C)CO)C[C@H](C)[C@@H](CN(C)Cc1ccc(C(F)(F)F)cc1)O2 | 19
COCC#Cc1cnc2c(c1)C(=O)N([C@H](C)CO)C[C@H](C)[C@@H](CN(C)C(=O)c1cccc(F)c1)O2 | -2.0
Cc1ccc(S(=O)(=O)N(C)C[C@H]2Oc3ccc(N(C)C)cc3CC(=O)N([C@@H](C)CO)C[C@@H]2C)cc1 | 2.2

Some of these compounds in order of count of non-hydrogen atoms, falling:
SMILES | Mtb BioA inh
COc1ccc(S(=O)(=O)N(C)C[C@H]2OCCCC[C@H](C)Oc3ccc(NS(=O)(=O)c4cn(C)cn4)cc3C(=O)N([C@H](C)CO)C[C@@H]2C)cc1 | 0.7
CC(C)C[C@@H]1NC(=O)[C@@H]2C[C@H](C(=O)NCCCCCCN(C)C)[C@H](c3ccc(O)cc3)N2C1=O | 0.7
O=C(C[C@@H]1C=C[C@H](NC(=O)Nc2ccccc2F)[C@H](CO)O1)NCc1ccc(Cl)cc1 | 0.8

Continuation:
SMILES | Mtb BioA inh
CO[C@H]1CN(C)C(=O)c2cc(NC(C)=O)ccc2OC[C@H](C)N(C(=O)C2CC2)C[C@@H]1C | -3.6
CN1[C@@H]2c3ccc(-c4ccncc4)c(=O)n3C[C@@H]2[C@@H](CO)[C@@H]1C(=O)N1CCc2ccccc2C1 | 1.4
O=S(=O)(N[C@@H]1CC[C@@H](CCn2cc(-c3cccc(F)c3)nn2)O[C@H]1CO)c1ccc(Cl)cc1 | 11
Cc1noc(C)c1NC(=O)Nc1ccc2c(c1)C(=O)N([C@H](C)CO)C[C@H](C)[C@H](CN(C)CC1CCCCC1)O2 | 0.6
CC(=O)N1[C@H](CO)[C@H]2c3ccccc3N(S(=O)(=O)c3ccccc3F)C[C@H]21 | -0.2
C[C@H](CO)N1C[C@H](C)[C@H](CN(C)C(=O)NC2CCCCC2)Oc2c(NC(=O)C3CC3)cccc2C1=O | -0.5
Cc1noc(C)c1NC(=O)N(C)C[C@@H]1Oc2ncc(C#CC3CCCCC3)cc2C(=O)N([C@@H](C)CO)C[C@@H]1C | -0.5
CCN1[C@@H]2Cn3c(ccc(-c4ccc(F)cc4)c3=O)[C@H]1[C@@H](C(=O)Nc1nccs1)[C@@H]2CO | -2.4
Cc1cccc(S(=O)(=O)N2[C@@H]3Cn4c(cccc4=O)[C@H]2[C@@H](C(=O)NC2CCC2)[C@@H]3CO)c1 | -2.8
CCC(=O)N(C)C[C@@H]1Oc2ncc(C#C[C@H](C)O)cc2C(=O)N([C@@H](C)CO)C[C@H]1C | 0.6
C[C@@H]1CN([C@@H](C)CO)C(=O)c2cc(NC(=O)c3ccncc3)ccc2O[C@@H]1CN(C)S(=O)(=O)c1cn(C)cn1 | -0.1
C[C@H]1CN([C@@H](C)CO)C(=O)c2cc(NC(=O)CCN3CCOCC3)ccc2O[C@@H]1CN(C)C(=O)NC1CCCCC1 | -0.9
C[C@@H]1CN([C@@H](C)CO)S(=O)(=O)c2ccc(C#CCN(C)C)cc2O[C@@H]1CN(C)CC1CC1 | 0.6
C=CCNC(=O)[C@@H]1[C@H]2C(=O)O[C@H](c3ccccc3)[C@H](c3ccccc3)N2[C@H](c2ccc(OCCO)cc2)[C@@]12C(=O)Nc1ccc(C#CCNC(N)=O)cc12 | -2.6
C[C@@H]1CN([C@@H](C)CO)C(=O)c2cc(NS(=O)(=O)c3ccc(F)cc3)ccc2O[C@@H](C)CCCCO[C@H]1CN(C)Cc1ccccc1 | 1.0
COc1ccc(S(=O)(=O)Nc2ccc3c(c2)C(=O)N([C@@H](C)CO)C[C@@H](C)[C@@H](CN(C)Cc2ccccc2)OCCCC[C@@H](C)O3)cc1 | -0.1
C[C@H](CO)N1C[C@H](C)[C@H](CN(C)C(=O)c2cccnc2)Oc2ncc(-c3ccc(C(=O)N(C)C)cc3)cc2C1=O | -0.4
